PhoP inhibition: PhoP-dependent GFP reporter repression – Salmonella Typhimurium, primary screen (AID 1863) | inhibition, % at 50 µM, or IC50 in µM where a hit was titrated | actives 0.16% (n = 300,000) | S. Typhimurium PhoP-regulated promoter GFP reporter, 4 h; higher % means a stronger effect;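 active means inhibition over 29.93%, a cutoff 3 SD above the screen mean, later confirmed by dose response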;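 further: 0% = low Mg2+ inducing control and 100% = high Mg2+ repressing control; strong numbers were not always called active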
Lipid droplet: modulators of hepatic lipid droplet formation; actives 0.4% (n = 240,000); inhibition, % at 6.5 µM; AML12 mouse hepatocytes, oleate lipid droplets, BODIPY imaging;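 active means lipid droplet intensity inhibited by at least 50%, with more than 500 cells counted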
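Test system: AML12 mouse liver cells; schedule: overnight exposure; technique: high-content imaging of BODIPY-stained droplets and DAPI nuclei; read-out: % inhibition of corrected integrated BODIPY droplet signal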
T cell modulator: T cell immune modulation candidate. AID 2052. calls only at 7 µM. actives 0.068% (n = 330,000). 2C CD8+ T cell-vesicle binding, flow cytometry; stronger effect = lower value;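 active means response, share of CD8 T cells binding vesicles, and their 90th percentile fluorescence all below set limits, cut at about 80% in these data, passing the limit was not always enough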
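Also added: QL9-peptide-loaded Drosophila micro-vesicles bearing Ld, ICAM-1 and B7-1; Test system: purified 2C TCR transgenic mouse naive CD8+ T cells; Measured by: cytometric PE anti-B7-1 and Alexa647 anti-CD8 signals after 1% paraformaldehyde fixation; Timing: binding step 1.5 h, 37 °C, antibody labelling 20 min, ice.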
Lipid droplet cells 6.5 µM: second read-out of Lipid droplet, no call of its own (marks repeat the call); cell count; measured here: cell count, cytotoxicity flag;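 cells counted across two imaged fields per well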
T cell modulator vesicle-bound %: further read-out of T cell modulator, marked with its call; double positive events, %; measured here: CD8+ vesicle-bound cell fraction;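 binding gate set so that unloaded-vesicle control wells show 10% double positive cells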
The depositor's hits bear a star; i = inactive. This is a subset; count on the stated rates, not on these rows.

SMILES	PhoP inhibition	Lipid droplet	Lipid droplet cells 6.5 µM	T cell modulator	T cell modulator vesicle-bound %
CS(=O)(=O)Nc1cccc(C2=NN(C(=O)c3ccco3)C(c3cccs3)C2)c1 (stereo not drawn)	-3%	-23	569	i	73
O=C(O)Cn1c(=O)c(F)cn(C2CCCO2)c1=O (stereo not drawn)	3%	-2	795	i	34
CC1CC(C)CN(C(=O)c2ccc(S(=O)(=O)N3CCCC3)cc2)C1 (stereo not drawn)	-4%	-1	844	i	17
COc1ccccc1-c1noc(CCCC(=O)NC2CCCCC2)n1	0%	-1	784	i	18
CN(C)C(=O)CN1c2cccc3cccc(c23)S1(=O)=O	13%	-1	859	i	8
CCC(NC(=O)c1cc(COc2ccc(OC)cc2Cl)on1)c1ccncc1 (stereo not drawn)	2%	-20	677	i	46
Cn1c(CCN2CCN(c3ccccn3)CC2)nc2cc(NC(=O)COc3ccc([N+](=O)[O-])cc3)ccc21	1%	0	783	i	10
COc1ccc(C(C)NC(=S)NCc2ccc(F)cc2)cc1 (stereo not drawn)	-3%	-2	867	i	58
CC(OC(=O)CC1Sc2ccccc2NC1=O)C(=O)NC1CCCC1 (stereo not drawn)	-6%	-10	715	i	45
Cc1cccc2c(C(=O)N3CCCCC3)cc(-c3ccccc3)nc12	-5%	-22	793	i	22
Cc1cc(NS(=O)(=O)c2ccc(NC(=O)COc3ccccc3C(C)(C)C)cc2)no1	8%	-12	642	i	34
COc1cccc(CC(=O)Nc2nc(-c3ccc(OC)c(OC)c3)cs2)c1	15%	0	724	i	12
Cc1ccc(NC2CCCN(C(=O)c3ccccc3N3CCOCC3)C2)cc1C (stereo not drawn)	-7%	-3	632	i	31
COc1cc(C(=O)NCC(=O)NC(C)CCc2ccccc2)cc(OC)c1OC (stereo not drawn)	1%	4	667	i	11
O=C(Nc1ccnn1C1CCN(Cc2ccccc2)CC1)c1ccccc1Cl	1%	24	804	i	67
CCn1nc(CC(C)C)cc1C(=O)N1CCCC(Nc2ccc(F)cc2)C1 (stereo not drawn)	-2%	6	707	i	6
CCc1ccc(N2CC(C(=O)N3CCCCCC3)CC2=O)cc1 (stereo not drawn)	-7%	-4	733	i	50
CC(NC(=O)c1ccc(CS(C)(=O)=O)cc1)c1ccc(-c2ccccc2)cc1 (stereo not drawn)	4%	19	811	i	41
O=C(O)c1ccccc1Nc1cc(Cl)c2nonc2c1[N+](=O)[O-]	-2%	-2	820	i	39
Cn1c(Cc2ccc(Cl)cc2)nnc1SCC(=O)NC1CC1	-6%	10	721	i	26
Cc1ccc(C(=O)NCC(=O)Nc2ccncc2)s1	-7%	4	830	i	20
O=C(OCC(=O)N1CCCC1)c1cc(Cl)ccc1[N+](=O)[O-]	-3%	-2	767	i	24
Cc1cc(OC(C)C(=O)NCCN2CCOCC2)c2c(C)c(C)c(=O)oc2c1 (stereo not drawn)	-3%	-1	734	i	36
CC(C)(C)OC(=O)N1Cc2ccccc2C[C@H]1C(=O)NCC(=O)NC1CCCCC1	-8%	2	664	i	18
COc1ccc(C(=O)NC2CCCc3c2cnn3-c2cc(F)cc(F)c2)c(OC)c1OC (stereo not drawn)	-10%	-3	684	i	2
COc1ccccc1CN1CC(C(=O)NCCc2ccccc2Cl)CCC1=O (stereo not drawn)	1%	1	756	i	23
CC1=C(C(=O)NC2CC(C)(C)Cc3c2cnn3-c2cccc(F)c2)OCCO1 (stereo not drawn)	-8%	-19	718	i	22
COc1ccc(C2=NO[C@@](CC(=O)O)(C(=O)Nc3ccc4c(c3)OCCO4)C2)cc1	-1%	-8	829	i	43
O=C(Nc1ccc(Br)cn1)c1ccc2ccccc2c1	-4%	-1	778	i	54
COc1cc(C(=O)NCCC(c2ccccc2)c2ccccc2)cc(OC)c1OC	-2%	-4	781	i	63

14 entries from above, in markdown:
| canonical_smiles | PhoP inhibition | Lipid droplet | Lipid droplet cells 6.5 µM | T cell modulator | T cell modulator vesicle-bound % |
| --- | --- | --- | --- | --- | --- |
| CS(=O)(=O)Nc1cccc(C2=NN(C(=O)c3ccco3)C(c3cccs3)C2)c1 (stereo not drawn) | -3% | -23 | 569 | i | 73 |
| O=C(O)Cn1c(=O)c(F)cn(C2CCCO2)c1=O (stereo not drawn) | 3% | -2 | 795 | i | 34 |
| CC1CC(C)CN(C(=O)c2ccc(S(=O)(=O)N3CCCC3)cc2)C1 (stereo not drawn) | -4% | -1 | 844 | i | 17 |
| COc1ccccc1-c1noc(CCCC(=O)NC2CCCCC2)n1 | 0% | -1 | 784 | i | 18 |
| CN(C)C(=O)CN1c2cccc3cccc(c23)S1(=O)=O | 13% | -1 | 859 | i | 8 |
| CCC(NC(=O)c1cc(COc2ccc(OC)cc2Cl)on1)c1ccncc1 (stereo not drawn) | 2% | -20 | 677 | i | 46 |
| Cn1c(CCN2CCN(c3ccccn3)CC2)nc2cc(NC(=O)COc3ccc([N+](=O)[O-])cc3)ccc21 | 1% | 0 | 783 | i | 10 |
| COc1ccc(C(C)NC(=S)NCc2ccc(F)cc2)cc1 (stereo not drawn) | -3% | -2 | 867 | i | 58 |
| CC(OC(=O)CC1Sc2ccccc2NC1=O)C(=O)NC1CCCC1 (stereo not drawn) | -6% | -10 | 715 | i | 45 |
| Cc1cccc2c(C(=O)N3CCCCC3)cc(-c3ccccc3)nc12 | -5% | -22 | 793 | i | 22 |
| Cc1cc(NS(=O)(=O)c2ccc(NC(=O)COc3ccccc3C(C)(C)C)cc2)no1 | 8% | -12 | 642 | i | 34 |
| COc1cccc(CC(=O)Nc2nc(-c3ccc(OC)c(OC)c3)cs2)c1 | 15% | 0 | 724 | i | 12 |
| Cc1ccc(NC2CCCN(C(=O)c3ccccc3N3CCOCC3)C2)cc1C (stereo not drawn) | -7% | -3 | 632 | i | 31 |
| COc1cc(C(=O)NCC(=O)NC(C)CCc2ccccc2)cc(OC)c1OC (stereo not drawn) | 1% | 4 | 667 | i | 11 |

Remaining list, next part
SMILES	PhoP inhibition	Lipid droplet	Lipid droplet cells 6.5 µM	T cell modulator	T cell modulator vesicle-bound %
Cc1cccc(N2CC(C(=O)Nc3nnc(SCc4cccnc4)s3)CC2=O)c1 (stereo not drawn)	1%	1	841	i	73
COc1ccc(CN(C)C(=O)c2oc3ccccc3c2CSC)cc1F	2%	-3	769	i	39
CN1CCN(c2ccc(NC(=O)CSc3nnnn3-c3ccccc3F)cc2)CC1	-4%	21	714	i	20
COc1c(S(=O)(=O)N2CCN(C)CC2)ccc(Cl)c1Cl	9%	-5	825	i	51
Cc1ccc(CNS(=O)(=O)c2c(C(=O)N3CCCCCC3)c(C)n(C)c2C)cc1	-3%	3	783	i	10
CC(OC(=O)c1cccs1)C(=O)NCCc1ccccc1 (stereo not drawn)	7%	2	842	i	23
O=C(Nc1ccc(F)cc1F)NC1CCCc2ccccc21 (stereo not drawn)	1%	0	688	i	67
CCN(CC)CCCN(C(=O)c1ccc(OC)cc1)c1nc(-c2ccc(OC)cc2)cs1	-3%	-7	767	i	35
O=C(O)c1nn(Cc2csc(-c3ccccc3)n2)c(=O)c2ccccc12	-1%	-3	789	i	19
COc1cc(CNCc2ccncc2)cc(OC)c1OC	-13%	-12	762	i	24
O=C(OC(C(=O)c1c[nH]c2ccccc12)c1ccccc1)c1cnccn1 (stereo not drawn)	0%	-10	796	i	56
Cc1coc2cc3oc(=O)c(CCC(=O)N4C[C@H]5C[C@@H](C4)c4cccc(=O)n4C5)c(C)c3cc12	0%	-8	799	i	20
Cc1[nH]c(=O)[nH]c(=O)c1S(=O)(=O)Nc1ccc(F)c([N+](=O)[O-])c1	1%	4	818	i	33
COc1cc2c(cc1OC)C(C)N(C(=O)[C@@H](NC(=O)c1ccccc1)C(C)C)CC2 (stereo partly drawn)	7%	-11	821	i	28
CC1(C)CC(NC(=O)c2cccc([N+](=O)[O-])c2)CC(C)(C)N1	-1%	9	785	i	50
CC1CCN(CC(=O)Nc2ccc(S(=O)(=O)N3CCC(C)CC3)cc2)CC1	-6%	1	758	i	26
CN(CC(=O)NCc1ccc(F)cc1)Cc1cccc(Cl)c1	1%	0	794	i	21
COc1ccc(NC(=O)CN(C)S(=O)(=O)c2ccc3[nH]c(=O)oc3c2)cc1	-5%	0	736	i	5
O=C(NCC(=O)N1CCN(c2ncc(C(F)(F)F)cc2Cl)CC1)c1ccc(Br)o1	-2%	-4	832	i	50
COc1ccccc1C(CNc1ncccc1[N+](=O)[O-])N(C)C (stereo not drawn)	8%	2	801	i	29
O=C1CSC(=S)N1/N=C/c1cccc(C(F)(F)F)c1	8%	15	809	i	34
CS(=O)(=O)c1nc(S(=O)(=O)c2ccc(Cl)cc2)c(N2CCCCCC2)s1	-8%	-3	731	i	12
COc1ccc(N2CC(C(=O)Nc3nnc(Cc4ccccc4)s3)CC2=O)cc1 (stereo not drawn)	2%	7	818	i	21
O=C(Nc1ccc(S(=O)(=O)Nc2nccs2)cc1)c1nn(-c2ccccc2)ccc1=O	-6%	20	804	i	5
O=C(Nc1cccc(C(F)(F)F)c1)c1c(O)c2ccccc2[nH]c1=O	8%	-2	855	i	38
CC(=O)N1c2ccc(S(=O)(=O)NCCC(=O)NCCc3ccc(Cl)cc3)cc2CC1C (stereo not drawn)	1%	-6	735	i	7
COc1ccc(S(=O)(=O)N(C)CC(=O)NCc2ccccc2)cc1OC	4%	-19	813	i	17
CC(C)Cc1nnc(NC(=O)CCC(=O)NC2CCCCCC2)s1	-1%	-13	769	i	3
Cc1ccc(Cn2c(C(C)Nc3nc(-c4ccc(C)cc4)cs3)nc3cc(Cl)c(Cl)cc32)cc1 (stereo not drawn)	-8%	0	789	i	23
COc1ccc(CCNC(=O)c2oc3ccc(OC)cc3c2C)cc1	-3%	2	709	i	16
COc1ccccc1CNC(=O)C1CCC(CNS(=O)(=O)c2ccc(F)cc2)CC1 (stereo not drawn)	7%	1	744	i	36
COc1ccc(NC(=O)c2ccco2)cc1NC(=O)c1ccc(C#N)cc1F	-3%	20	741	i	65
O=C(CN1CCCC1)Nc1ccc(Br)cc1[N+](=O)[O-]	5%	2	842	i	30
CC(CNc1nc2ccccc2n2cnnc12)c1ccccc1 (stereo not drawn)	-4%	11	754	i	40
CCOC(=O)Nc1ccc2c(c1)N(C(=O)CCN(CC)CC)c1ccccc1CC2	9%	-23	849	i	35
O=C(NN1CC(C(=O)OCc2ccc(Br)cc2)CC1=O)c1ccccc1 (stereo not drawn)	-1%	8	763	i	26
NC(=O)C1CCCN(C(=O)c2ccc3oc(Cc4ccc(Cl)cc4)nc3c2)C1 (stereo not drawn)	-4%	-30	651	i	7
CCOc1ccccc1Oc1nc(-c2ccccc2O)nc2ccccc12	1%	-8	814	i	54
Cc1ccc(S(=O)(=O)NCC(=O)N(CC2CCCO2)C(C(=O)NCC2CCCO2)C(C)C)cc1 (stereo not drawn)	0%	-25	840	i	37
O=C(CCc1ccccc1)Nc1ccc(S(=O)(=O)Nc2nccs2)cc1	-1%	-16	712	i	23
O=C1OC(N2C(=O)CC[C@H]2C(=O)Nc2ccc(F)c(F)c2)c2ccccc21 (stereo partly drawn)	12%	-14	768	i	54
CCOc1ccc(CC(=O)N/N=C(\C)c2cccnc2)cc1OCC	5%	-16	788	i	70
CCCSc1nc2cc(S(=O)(=O)N3CCOCC3)ccc2n1CC	7%	4	850	i	12
COCCC1CCCCN1C(=O)c1cc(COc2ccc(C)nc2)on1 (stereo not drawn)	14%	-7	838	i	47
O=C1CNC(=S)N1CCCc1ccccc1	-2%	-1	720	i	46
O=C1NC(=O)/C(=C\c2ccc(Br)o2)S1	6%	-11	805	i	9
COc1cc(OC)cc(C(=O)NCC(=O)Nc2ccc(-c3ccccc3)cc2)c1	-3%	-3	819	i	18
O=C(NC(=S)Nc1ccccc1Br)c1ccc2c(c1)OCO2	2%	-18	712	i	70
O=C(NC(=S)Nc1cccc2cc(O)ccc12)c1ccco1	-2%	1	825	i	42
Cc1ccc(NS(=O)(=O)c2ccc(-n3cccn3)cc2)cc1F	-10%	-4	617	i	34
CCOC(=O)N1CCN(C(=O)c2cc3c(=O)n4ccccc4nc3s2)CC1	-4%	3	848	i	12
COc1cc(NC(=O)C2CCN(S(=O)(=O)c3ccc4c(c3)CC(C)N4C(C)=O)CC2)cc(OC)c1OC (stereo not drawn)	-7%	-7	676	i	33
O=C(Nc1nc2ccccc2[nH]1)c1cccc(F)c1	10%	14	532	i	21
COc1ccc(Cl)cc1S(=O)(=O)NC(C)C(=O)NCc1cccnc1 (stereo not drawn)	-2%	-5	806	i	22
COc1ccc(/C=C/C(=O)NC(=S)Nc2ccc(Br)cn2)cc1	-2%	-1	420	i	55
O=C(Nc1ccc2c(c1)OCO2)Nc1ccccc1F	4%	1	736	i	68
COc1ccccc1CNC(=O)CN1C(=O)c2cccc(N)c2C1=O	9%	32	801	i	15
O=C(N/C(=C/c1cccc([N+](=O)[O-])c1)C(=O)N1CCOCC1)c1ccccc1Br	-2%	-2	680	i	7
O=[N+]([O-])c1ccc(/C=N\NS(=O)(=O)c2ccc(F)cc2)o1	0%	-1	810	i	2
CC1(C)COCN1C(=O)c1ccc(C#N)cc1	-2%	21	657	i	55

Screens as filed in PubChem.
